# Screening data deposited in PubChem BioAssay by several laboratories.
# Mtb RmlCD inh: M. tuberculosis RmlC/RmlD coupled enzyme inhibitors, primary screen, biochemical, compound mixtures, 384-well, from 1536-well plates | dTDP-4-dehydrorhamnose reductase (Mycobacterium tuberculosis (strain ATCC 25618 / H37Rv)) … | RmlC+RmlD coupled enzyme assay, percent inhibition; primary screen in compound mixtures | inhibition, % at 3.6 µM | 160,000 tested, 0.03% active | AID 1533, 2009; in the data active = inhibition mostly above about 34%, no sharp cut-off; inconclusive = no clear call, values can overlap the other calls; inactive = mostly below about 22%; note: some results filed as inactive read as strong as hits
# Target sequence (P9WH09 whole entry, looked up): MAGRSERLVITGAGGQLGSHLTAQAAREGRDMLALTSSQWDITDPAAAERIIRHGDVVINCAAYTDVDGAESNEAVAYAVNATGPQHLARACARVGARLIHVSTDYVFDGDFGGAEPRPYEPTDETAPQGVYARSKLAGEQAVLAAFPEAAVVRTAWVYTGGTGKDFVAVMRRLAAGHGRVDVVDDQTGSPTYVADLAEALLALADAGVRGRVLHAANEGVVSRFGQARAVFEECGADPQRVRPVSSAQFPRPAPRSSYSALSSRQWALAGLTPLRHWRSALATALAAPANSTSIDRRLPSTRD
# Target sequence (P9WH11 whole entry, looked up): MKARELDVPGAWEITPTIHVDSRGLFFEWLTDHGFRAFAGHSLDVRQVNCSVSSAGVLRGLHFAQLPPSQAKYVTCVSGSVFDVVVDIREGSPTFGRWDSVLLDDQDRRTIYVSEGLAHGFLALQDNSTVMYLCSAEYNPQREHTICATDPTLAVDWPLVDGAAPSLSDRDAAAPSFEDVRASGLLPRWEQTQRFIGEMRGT
# GlmU inhibition: inhibition of mycobacterial GlmU enzyme – biochemical, glucosamine-1-phosphate acetyltransferase (AID 1376); Bifunctional protein GlmU (Mycobacterium tuberculosis (strain ATCC 25618 / H37Rv)); M. tuberculosis GlmU acetyltransferase enzyme assay; higher % means a stronger effect; inhibition, %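 (tested at 30 µM in the primary screen)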, or IC50 in µM where a hit was titrated; 220,000 tested, 0.25% active; in the data active = inhibition above about 13%; inconclusive = no clear call, values can overlap the other calls;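 note: 0% = complete reaction with vehicle and 100% = reaction without substrate; strong numbers were not always called active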
# * marks the source's active call; other numbers are inactive results; ? = inconclusive; . = no result given; & = joins results of further samples. A portion of the library (hit frequency here may not be typical).
SMILES,Mtb RmlCD inh,GlmU inhibition
Cn1c(=O)n(Cc2ccccc2F)c(=O)c2c1nc1n2CCN1Cc1ccco1,-12,-6.3%
COc1ccc(CNC(=O)CSc2nnc3nc(C)cc(C)n23)cc1OC,-8,-0.9%
CC(C)(C)c1ccc(NC(=O)c2ccsc2)cc1,5,2.2%
CCN(CC)c1ccc(N=Cc2c(O)n(-c3ccc(OC)cc3)c(=O)[nH]c2=O)cc1,7,-2.0%
CCCC(=O)Nc1cccc2c1CCCC2,.,0.9%
COC(=O)c1ccccc1NC(=O)CN(C)S(=O)(=O)c1ccc(OC)cc1,2,6.8%
Cc1ccc(CNC(=O)C(=O)NCC2OCCN2C(=O)c2ccc3c(c2)OCO3)cc1 (stereo unspecified),.,-3.8%
Cc1ccc(C(=O)N/N=C/C=C/c2ccccc2)o1,4,2.9%
O=C(Nn1c(SCc2ccc(F)cc2)nc2ccsc2c1=O)c1ccccc1,.,-6.9%
O=[N+]([O-])c1ccc(-c2cnc(SC(c3ccccc3)c3ccccc3)[nH]2)cc1,-6,-0.6%
CC(C)CCNC(=O)CO/N=C/c1ccccc1OC(F)F,10,-2.2%
O=[N+]([O-])c1ccccc1/C=C/C=N/Nc1ccc(S(=O)(=O)Nc2ccc(Cl)cc2)cc1[N+](=O)[O-],0,-0.9%

# 3 of these compounds, set out differently.
# Results follow in this order: Mtb RmlCD inh | GlmU inhibition
Cc1ccc(CNC(=O)C(=O)NCC2OCCN2C(=O)c2ccc3c(c2)OCO3)cc1 (stereo unspecified)
 : . | -3.8%
Cc1ccc(C(=O)N/N=C/C=C/c2ccccc2)o1
 : 4 | 2.9%
O=[N+]([O-])c1ccc(-c2cnc(SC(c3ccccc3)c3ccccc3)[nH]2)cc1
 : -6 | -0.6%

# Full records as entered above. Values in the order: Mtb RmlCD inh, GlmU inhibition
# COC(=O)c1ccccc1NC(=O)CN(C)S(=O)(=O)c1ccc(OC)cc1 reads 2, 6.8%
# CC(C)(C)c1ccc(NC(=O)c2ccsc2)cc1 reads 5, 2.2%
# Cc1ccc(CNC(=O)C(=O)NCC2OCCN2C(=O)c2ccc3c(c2)OCO3)cc1 (stereo unspecified) reads ., -3.8%
# Cn1c(=O)n(Cc2ccccc2F)c(=O)c2c1nc1n2CCN1Cc1ccco1 reads -12, -6.3%
# CCN(CC)c1ccc(N=Cc2c(O)n(-c3ccc(OC)cc3)c(=O)[nH]c2=O)cc1 reads 7, -2.0%

# (list continues)
SMILES,Mtb RmlCD inh,GlmU inhibition
Cc1nn(C)cc1/C=N/NC(=S)Nc1ccc(Cl)cc1Cl,.,0.8%
Cc1onc(-c2ccccc2Cl)c1C(=O)N1CCCCC1C(=O)O (stereo unspecified),-4,2.7%
Cc1ccc2c(C(=O)CN3CCSCC3)c(C)[nH]c2c1,.,6.0%
Cc1cc(NC(=O)CSc2ncn[nH]2)no1,.,-0.6%
O=C(c1ccccc1F)N1C(=O)c2cccc3cccc1c23,-14,-3.3%
COc1cc(/C=N/n2c(=S)[nH]nc(C)c2=O)cc([N+](=O)[O-])c1O,.,-4.2%
CCN(Cc1cc2cc(OC)ccc2[nH]c1=O)C(=O)c1ccncc1,.,-1.5%
Cc1noc(C)c1C(=O)NCCCN1CCCC1=O,10,1.1%
CCc1ccc(N=C2N=C(N)c3ccccc32)cc1,-4,6.1%
CCOc1ccc(C2C(C(=O)NC)=C(C)Nc3nc4ccccc4n32)cc1OC (stereo unspecified),.,0.9%
Cc1cc(F)ccc1NCC(=O)Nc1ccc(Br)cc1C,7,-2.8%
Cc1nn(CC(=O)NCc2ccccc2Cl)c(C)c1[N+](=O)[O-],18,1.4%
N#CCSc1nc(-c2ccccc2)cs1,.,-0.7%
O=C(CCCN1C(=O)/C(=C\c2cccs2)SC1=S)Nc1ccc(C(=O)O)cc1,8,4.6%
O=C(N/N=C\c1ccc([N+](=O)[O-])s1)c1cncc(Br)c1,-2,0.5%
COc1ccc(C(=O)Nn2c(SCC(=O)NCc3ccco3)nc3ccccc3c2=O)cc1,5,3.3%
COc1cccc(/C=N/NC(=S)Nc2cccnc2)c1,7,4.7%
Cc1cc(=O)[nH]c(SCC(=O)NCCC2=CCCCC2)n1,16,2.3%
O=C(c1cccc(F)c1)N1CCCC(C(=O)N2CCCC2)C1 (stereo unspecified),8,1.4%
CCC(=O)Nc1cccc(NC(=O)c2ccccc2Br)c1,-4,-2.0%
Cc1cc(C)cc(NC(=O)Cn2c(SCc3cc(C)ccc3C)nc3ccncc32)c1,.,-8.0%
COc1ccc(-n2c(O)c(/C=N/NS(=O)(=O)c3ccc(C)cc3)c3ccccc3c2=O)cc1OC,-1,-5.4%
O=C(NCc1ccncc1)C(F)(F)C(F)(F)C(=O)NCc1ccncc1,.,0.3%
COCCSc1ccccc1C(=O)Nc1cccnc1,.,-4.9%
CC[C@H](C)[C@@H](NC(=O)O[C@@H]1C(=O)c2cc(OC)ccc2O[C@H]1c1ccc(OC)c(Br)c1)C(=O)OC,.,0.0%
NC(=O)NC(=O)CSc1nnc(-c2ccc(Cl)cc2)n1CC1CCCO1 (stereo unspecified),7,1.5%
O=C(CN1C(=O)NC2(CCCCC2)C1=O)NC1CCCc2ccccc21 (stereo unspecified),-9,-4.2%
CC(CCc1ccccc1)NC(=O)c1nnc(Cc2ccc(Cl)cc2)o1 (stereo unspecified),3,-3.3%
O=C(NCS(=O)(=O)c1ccccc1)c1ccccc1,18,0.8%
Cc1ccc(CN2CCN(/N=C/c3ccc(C)s3)CC2)c(C)c1,4,-0.3%
COc1ccc(S(=O)(=O)n2ccc(-c3ccc4c(c3)CCC(C)(C)O4)n2)cc1,.,-1.6%
O=C(Nc1ccccc1Br)c1c(F)cccc1Cl,9,1.0%
COc1ccc(-c2nn(-c3ccccc3)cc2C(=O)O)cc1,8,5.2%
Cc1cc([N+](=O)[O-])nn1CCCC(=O)NCc1ccc(F)cc1,-8,0.1%
O=C(Nc1cccc(Cl)c1)N(Cc1nc2ccccc2c(=O)[nH]1)C1CCCC1,18,-0.7%
CC(SCc1ccccc1)C(=O)Nc1ccc(F)cc1 (stereo unspecified),.,-7.9%
CCOc1cc(/C=N/NC(=O)NN(C)c2ncc(C(F)(F)F)cc2Cl)ccc1O,-13,0.5%
C=CCC(C(=O)OC)(C(=O)OC)c1ccc([N+](=O)[O-])cn1,-12,.
COc1cccc(NC(=O)CSc2nc3ccccc3c(=O)n2CCCC(=O)N2CCCC2)c1,.,4.5%
CN1CCOc2cc(S(=O)(=O)Nc3ccc(F)cc3)ccc21,-1,1.8%
COc1ccc(CC(NC(C)=O)C(=O)N2CCN(C(=O)Nc3cccc(Cl)c3)CC2)cc1OC (stereo unspecified),.,1.5%
Cc1nc(N)nc(Nc2ccc(C#N)cc2)c1Br,19,1.2%
Cc1cc(NC(=O)CCN2C(=O)C3C4CCC(C4)C3C2=O)c(C)cc1Br (stereo unspecified),.,-2.0%
COc1cccc(N2CC(=O)Nc3c(oc4nc(-c5ccccc5)cc(C)c34)C2=O)c1,7,7.9%
COc1ccc(-c2ccc(C(C)=O)cc2)cc1[C@H]1[C@@H]2C=CCC[C@@]2(C)C(=O)N1Cc1ccccc1,.,1.9%
COC(=O)c1cccnc1-n1c(=O)c2cccnc2n(Cc2cccc(OC)c2)c1=O,5,-3.0%
CC(=O)c1ccc(NC(=O)CSCC(=O)Nc2ccc3ccccc3c2)cc1,9,-6.2%
Cc1oc(/N=C/c2ccc3c(c2)OCO3)c(C#N)c1C,.,7.0%
COc1ccc(/C=C(\CC(=O)O)c2nc3ccccc3o2)cc1,.,-1.5%
COC(=O)CNC(=O)COC(=O)/C=C/c1ccc(F)cc1,16,-1.9%
CC1(C)Cc2cccc(OCC(=O)N3CCN(c4ccc([N+](=O)[O-])cc4)CC3)c2O1,11,-1.1%
Cc1cc2ccccc2c(=O)n1CC(=O)NCC(=O)N(C)C1CCCCC1,7,3.0%
Cc1ccc2nc(Cl)c(CN(C(=O)c3cnccn3)C3CCCCC3)cc2c1,?,3.7%
Cc1cc(NC(=O)C2C3C(=O)N(CC4CCCO4)C(C(=O)NCc4ccccc4)C34C=CC2(C)O4)no1 (stereo unspecified),.,-3.9%
Cc1cccc(C)c1NC(=O)Cn1c(=O)n(CCC(=O)NCc2ccco2)c(=O)c2sccc21,14,-0.2%
COCCNC(=O)CN(C(=O)Cn1nnc2ccccc21)c1ccccc1C,.,4.0%
Cc1cc(C)n2c(Br)c(CN3CCCC(C)C3)nc2n1 (stereo unspecified),12,6.8%
Cc1cccn2c(=O)c(/C=C(\C#N)C(=O)NCc3ccco3)c(N3CCCCCC3)nc12,.,2.5%
CC1CCCN(C(=O)C(Cc2ccccc2)n2cccc2)C1 (stereo unspecified),-7,1.6%
CC(C)c1ccccc1NC(=O)CC1(CC(=O)O)CCCC1,2,6.1%

# The final 3 records of the part above are carried over, then new ones follow:
SMILES,Mtb RmlCD inh,GlmU inhibition
Cc1cccn2c(=O)c(/C=C(\C#N)C(=O)NCc3ccco3)c(N3CCCCCC3)nc12,.,2.5%
CC1CCCN(C(=O)C(Cc2ccccc2)n2cccc2)C1 (stereo unspecified),-7,1.6%
CC(C)c1ccccc1NC(=O)CC1(CC(=O)O)CCCC1,2,6.1%
COc1ccccc1-n1cnnc1SCC(=O)NCC1CCCO1 (stereo unspecified),13,1.0%
CCN(CC)S(=O)(=O)c1cc(NS(=O)(=O)c2ccccc2)ccc1C,5,1.7%
c1ccc(-c2nc3nonc3c3nc4ccccc4n23)cc1,7,-0.9%
NC(=O)COC(=O)c1ccccc1OCc1ccccc1,4,-2.7%
CC(C)(C)NC(=O)CSc1nc(N)cc(=O)[nH]1,-5,4.1%
O=C(CN1CCOCC1)Nc1ncccn1,.,2.2%
COc1ccc(Cl)cc1NC(=O)CSc1nnc(Cc2cccn2C)n1-c1ccc(F)cc1,-11,4.5%&3.5%
CCOC(=O)c1ccc2ncc(C(=O)OCC)c(NCCN(C)C)c2c1,.,-3.3%
Cc1cccc(N2CCN(C(=O)c3cccn4c(=O)c5c(C)c(C)sc5nc34)CC2)c1C,-8,2.2%
Cc1nn(C)c(C)c1C1Nc2ccccc2C(=O)N1O (stereo unspecified),.,-1.4%
NC(=O)c1ccc(NC(=O)COC(=O)C2CC(=O)N(Cc3ccccc3)C2)cc1 (stereo unspecified),-11,-2.8%
Cc1ccc(-c2nn(C)c(=O)c3ccccc23)cc1CNC(=O)Cn1nc(-c2ccccc2)c2ccccc2c1=O,-7,.
CCNC(=O)C(CC(C)C)NC(=O)C(CO)NC(=O)C1CCC(=O)N1 (stereo unspecified),.,-1.7%
Nc1nc(-c2cccs2)cs1,.,1.1%
O=C(NCc1ccco1)c1ccc(COc2cccc3ccccc23)cc1,-6,-1.7%
O=C(Nc1ccccc1)/C(=C/c1ccc2c(c1)OCO2)NC(=O)c1ccco1,3,7.7%
COc1ccc(/C=N/NC(=O)c2ccoc2C)cc1COc1c(C)cccc1C,5,-2.4%
O=C(c1ccc(Cl)c(S(=O)(=O)N2CCCCCC2)c1)N1CCOCC1,-12,1.9%
CCC(CO)n1c(SCc2cc([N+](=O)[O-])cc3c2OCOC3)nc2ccccc2c1=O (stereo unspecified),3,-0.2%
O=c1cc(N2CCc3ccccc32)[nH]c(=O)n1-c1ccc(Br)cc1,8,5.8%
COc1cc(C)nc(OCCNS(=O)(=O)c2cc(C)ccc2C)n1,8,2.6%
NS(=O)(=O)c1ccc(NC(=O)COC(=O)CCC2CCCC2)cc1,35,0.3%
CC1CC(=O)Nc2ccccc2N1C(=O)Nc1ccc(F)cc1 (stereo unspecified),10,-4.1%
CC(C)c1cc(C(C)C)c(S(=O)(=O)NNC(=O)c2ccncc2)c(C(C)C)c1,.,2.4%
O=C(NCCCN1CCOCC1)C1(c2ccccc2)CCCC1,.,-2.9%
O=Cc1ccc(OCc2cn3ccccc3n2)cc1,7,-0.8%
CCOC(=O)N1CCN(C(=S)Nc2ccc(C)c(C)c2)CC1,.,-1.6%
O=C(NC1CCCCCC1)c1ccc2c(=O)n3c(nc2c1)CCCCC3,.,-4.9%
O=C(COC(=O)c1ccc(Cl)nc1)Nc1ccccc1OC(F)F,10,0.4%
O=C(/C=C/c1ccccc1)N1CCN(CCN2C(=O)c3cccc4cccc(c34)C2=O)CC1,.,-1.4%
Cc1cccn2c(=O)c(C=Nc3ccc(Cl)cc3)c(NCCO)nc12,-2,-1.1%
Cc1cc(C)cc(NC(=O)CN2CCN(c3ncccn3)CC2)c1,-4,7.4%
COc1cccc(CNC(=O)C2CCCN(c3nn4c(=O)cc(C)nc4s3)C2)c1OC (stereo unspecified),.,-1.1%
C#CCn1c(S(=O)(=O)Cc2ccc(OC)cc2)nc(-c2ccccc2)c1-c1ccccc1,4,5.3%
CCOC(=O)c1c(C)[nH]c(C(=O)C(C)OC(=O)c2oc3ccccc3c2COC)c1C (stereo unspecified),.,-1.1%
CN(C)S(=O)(=O)c1cccc(-c2nnc(SCC(=O)NCCCCCC(=O)O)n2-c2ccc(F)cc2)c1,6,1.7%
CCOC(=O)c1cc2c(ccn2C)n1Cc1ccc(C#N)cc1,6,-0.7%
O=C1c2ccc3c4c(ccc(c24)C(=O)N1Cc1cccnc1)C(=O)N(Cc1cccnc1)C3=O,.,-5.8%
COc1ccc(-n2c(-c3ccc(Br)cc3)c[n+]3c2CCCCC3)cc1,-2,-1.7%
CCOc1ncccc1C(=O)N1CCN(c2cc(Cl)ccc2C)CC1,2,-4.9%
CCc1nccn1S(=O)(=O)c1ccc(OC)c(OC)c1,-8,-2.1%
COc1ccc(NC(=O)COC(=O)c2ccc(Br)o2)cc1OC,-5,8.3%
CC(CCc1ccc(O)cc1)NC1C2CC3CC(C2)CC1C3 (stereo unspecified),-1,-1.8%
